5HT1E ag = agonists of human 5-HT1E serotonin receptor; P28566; CHO 5-HT1E Ga15 NFAT-bla reporter, FRET; 0% DMSO wells, 100% control agonist wells; activation, % at 6 µM; 65,000 compounds, 0.69% hits; AID 574;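 active means activation above a set limit, the screen-wide mean activation plus 3 SD, cut at about 8.5% in these data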;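 further: 100% = positive control agonist at 1 µM giving full maximal response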
5-HT1A blocker = 5-HT1a (human) receptor antagonism | P08908 | inhibition, % at 10 µM | AID 612 | CHO 5-HT1a Ga15 NFAT-bla reporter, antagonist mode | 62,000 compounds, 0.68% hits;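 active means inhibition above the mean of all tested compounds plus 3 SD, cut at about 43% in these data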;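 further: receptor stimulated by 5-CT agonist at 100 nM near EC80; beta-lactamase reporter measured by ratiometric fluorescence of a cleavable substrate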
Jurkat tox 60K = cytotoxicity toward Jurkat cells | Jurkat E6.1 viability, ATP luminescence, 48 h | inhibition, % at 4 µM | 56,000 compounds, 1.2% hits;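 active means inhibition above the mean inhibition of all tested compounds plus 3 SD, cut at about 28% in these data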
S1P1 ag-PAM = agonists and agonism potentiators of human S1P1 receptor; P21453; S1P1 CRE-bla cells, forskolin, beta-lactamase FRET, potentiator mode; S1P1 agonist co-added at EC20, 2 nM; 100% = saturating reference agonist, 0% = basal; activation, % at 9.5 µM; 56,000 compounds, 0.57% hits;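 active means activation above a cutoff set at the mean activation of all tested compounds plus 3 SD, cut at about 54% in these data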;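 further: forskolin at 4 µM as EC80 and the EC20 agonist is SEW2871; 100% = SEW2871 at its EC100 plus forskolin at EC80; some compounds past the cut are filed as inactive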
Target sequence (P21453 whole entry, looked up): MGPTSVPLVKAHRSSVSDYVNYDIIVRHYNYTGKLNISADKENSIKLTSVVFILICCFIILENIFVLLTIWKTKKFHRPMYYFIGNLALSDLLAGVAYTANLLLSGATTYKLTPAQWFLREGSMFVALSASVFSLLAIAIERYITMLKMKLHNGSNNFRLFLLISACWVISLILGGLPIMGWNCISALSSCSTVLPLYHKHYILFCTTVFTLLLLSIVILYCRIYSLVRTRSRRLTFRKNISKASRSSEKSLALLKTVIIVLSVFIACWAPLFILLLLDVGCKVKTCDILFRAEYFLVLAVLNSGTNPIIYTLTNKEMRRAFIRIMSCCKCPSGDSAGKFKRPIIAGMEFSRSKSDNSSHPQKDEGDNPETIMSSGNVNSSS
M1 antagonist = blocks the rat M1 muscarinic receptor response to acetylcholine | B-score at 10 µM | 64,000 compounds, 3.4% hits | CHO-M1 cells, Fluo-4 calcium, ACh EC80 antagonist mode; active compounds read low;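 active means calcium fluorescence response, raw or row-and-column corrected B-score, differing from the plate sample mean either way at a set confidence level, mostly lower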
Target sequence (P08482 whole entry, looked up): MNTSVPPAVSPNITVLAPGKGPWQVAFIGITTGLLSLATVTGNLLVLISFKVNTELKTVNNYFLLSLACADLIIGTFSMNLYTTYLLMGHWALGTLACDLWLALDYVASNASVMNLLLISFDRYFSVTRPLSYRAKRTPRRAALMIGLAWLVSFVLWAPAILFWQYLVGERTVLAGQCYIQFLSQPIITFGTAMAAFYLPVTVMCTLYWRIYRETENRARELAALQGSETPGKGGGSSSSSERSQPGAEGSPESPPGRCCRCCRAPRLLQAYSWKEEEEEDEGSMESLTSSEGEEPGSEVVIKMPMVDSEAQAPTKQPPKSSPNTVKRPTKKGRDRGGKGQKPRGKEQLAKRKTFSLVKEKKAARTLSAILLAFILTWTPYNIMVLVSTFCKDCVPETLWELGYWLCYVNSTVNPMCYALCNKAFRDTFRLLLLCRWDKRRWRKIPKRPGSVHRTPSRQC
S1P3 agonist = agonists of human S1P3 receptor; S1P3 NFAT-BLA reporter cells, agonism, FRET ratio; relative to 1 µM S1P, basal subtracted; 60,000 compounds, 0.1% hits; activation, % at 4.5 µM; Q99500;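 active means activation above the screen-wide mean plus 3 SD, cut at about 4.5% in these data, passing the limit was not always enough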; further: some compounds called inactive have numbers as strong as hits
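Assay system: CHO cells stably expressing human S1P3, Gα16 and NFAT-β-lactamase reporter. Timing: overnight plating, 4 h compound 37 °C, 2 h substrate RT. Signal: β-lactamase FRET emission ratio 460/535 nm. Measure: percent activation versus median 1 µM S1P response, basal-subtracted, per plate. Repeats: primary screen single test, confirmation screen in triplicate.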
5HT1a ag = agonists of human 5-HT1a serotonin receptor; P08908; CHO 5-HT1a Ga15 NFAT-bla reporter, FRET ratio; 0% basal, 100% maximal reference agonist; activation, % at 10 µM; 65,000 compounds, 0.56% hits;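 active means activation above the screen-wide mean activation plus 3 SD, cut at about 19% in these data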;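 further: 0% = DMSO wells and 100% = 5-CT at EC100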
5HT1E antag = 5-HT1E (human) receptor antagonism; P28566; CHO 5-HT1E Ga15 NFAT-bla reporter, FRET, antagonist; inhibition, % at 6 µM; 65,000 compounds, 0.99% hits;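 active means inhibition above a set limit, the mean inhibition across every tested compound plus 3 SD, cut at about 29% in these data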;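 further: signal is the 460 over 535 nm emission ratio of beta-lactamase substrate; 0% = agonist plus DMSO wells and 100% = wells without agonist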
M1 agonist = M1 muscarinic receptor agonism; CHO-M1 cells, Fluo-4 calcium fluorescence, agonist mode; active compounds read high; B-score at 10 µM; 64,000 compounds, 3% hits; AID 626;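 active means fluorescence rise, raw or as B-score row- and column-corrected plate score, outside the 99.7% band of its plate's samples, either direction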
An asterisk follows results filed as active; . = no result given.

SMILES	5HT1E ag	5-HT1A blocker	Jurkat tox 60K	S1P1 ag-PAM	M1 antagonist	S1P3 agonist	5HT1a ag	5HT1E antag	M1 agonist
COc1cccc(NC(=O)C2CC(=O)n3cnnc3S2)c1 (configuration not stated)	-0.5	.	.	-11	-0.2	-2.3	1.6	1	1.1
O=C(COc1ccccc1)NCC(c1cccs1)N1CCOCC1 (configuration not stated)	-1.6	18	.	.	-0.23	.	-1.2	8	-0.54
Cc1cc(C)c(OCC(=O)Nc2cccc(O)c2)cc1C	0.0	3	-1	-27	-0.11	-1.3	0.1	5	0.31
Cn1cc(Cl)c(C(=O)NC2CCCCCC2)n1	-0.6	-5	2	-10	0.65	-0.7	-0.1	14	0.79
O=S1(=O)CC(NCc2ccccc2)C(Nc2ccccc2)C1 (configuration not stated)	0.0	-2	-6	6	0.006	-1.6	-1.1	5	0.019
CC(C)OP(=O)(c1ccc(N(C)C)cc1)C(O)c1c(Cl)cccc1Cl (configuration not stated)	0.0	-5	5	0	0.34	-0.6	-0.5	-8	-0.022
COc1cc(C(=O)Nc2ccncc2)cc(OC)c1OC	-0.3	0	7	-15	1.2	-1.2	-0.7	6	-0.78
CCCC(=O)Nc1ccc(NC(=O)c2cccs2)cn1	2.8	8	.	.	-0.27	.	0.3	4	0.33
COc1ccccc1NC(=O)CCC(=O)O	-0.4	4	-3	-14	0.083	-0.8	-5.3	-14	-0.67
CN1C(=O)N(C)C2C1N(C)S(=O)(=O)N2C (configuration not stated)	-0.2	4	5	14	.	-1.6	-1.9	6	.
C=CCN=C1SCC(=O)N1S(=O)(=O)c1ccc(C)cc1	0.7	-5	6	-7	-0.2	0.1	-2.8	1	3.5*
C=CCn1c(NCCOC)nc2c1c(=O)n(C)c(=O)n2C	-0.3	3	3	-14	1.6	-1.0	1.2	7	1.5
NC(=O)c1c(NC(=O)COC(=O)CSc2nnc(-c3ccc(Cl)cc3)o2)sc2c1CCC2	0.2	-8	0	-2	0.18	-0.7	-1.1	-6	-1.1
COc1cccc(NC(=O)c2oc3ccccc3c2NC(=O)C(C)(C)C)c1	-0.1	-3	-7	-51	-3.8*	-1.0	-2.5	-16	-0.33
COc1ccc(-c2noc(C3CCCN(S(=O)(=O)c4cccc(Cl)c4)C3)n2)cc1OC (configuration not stated)	-0.2	7	-2	16	-0.047	-1.5	-2.6	-7	-1.8
COc1ccc(OC)c(N2C(=O)C(Cl)=C(N3CCOCC3)C2=O)c1	2.4	8	-1	-12	-1	-1.1	1.9	4	-1.1
N#Cc1nc(-c2ccccc2F)oc1N1CCCC1	-0.6	-2	-2	12	0.71	0.1	0.0	-3	0.082
O=C(CSCc1ccccc1Cl)N1CCN(c2ccccn2)CC1	-0.4	-6	.	.	-0.56	.	1.1	-3	-0.51
CCn1cc(C(=O)NCCC2=CCCCC2)c(=O)c2cc(S(=O)(=O)N(C)C)ccc21	0.5	-11	1	-10	-0.36	-1.0	2.3	5	-1.4
CCn1cc(C(=O)NCC2CCCO2)c2cc(OC)c(OC)cc2c1=O (configuration not stated)	0.3	-15	.	.	0.035	.	0.3	4	0.48
CSc1ncccc1C(=O)OCC(=O)NC(=O)NCCC(C)C	0.1	-4	4	-12	-0.32	0.2	-2.1	0	-0.43
Oc1ccc2cccnc2c1	0.6	-6	-2	7	-0.007	-0.4	-4.3	-1	15*
COc1ccc(Cl)cc1NC(=O)COC(=O)CCNC(C)=O	0.4	-1	-1	10	-0.65	-1.2	-2.1	-7	-0.73
O=C(CCSc1nc(-c2ccco2)cc(C(F)(F)F)n1)NCCc1ccccc1	-0.3	10	-1	26	0.31	-1.0	1.2	7	-0.21
COc1cc2[nH]c3c(N4CCC(C(N)=O)CC4)ncnc3c2cc1OC	0.5	-7	-3	1	-1	-0.4	-5.3	2	3.1

Exported comma-delimited: entries from further up.
canonical_smiles,5HT1E ag,5-HT1A blocker,Jurkat tox 60K,S1P1 ag-PAM,M1 antagonist,S1P3 agonist,5HT1a ag,5HT1E antag,M1 agonist
COc1ccc(OC)c(N2C(=O)C(Cl)=C(N3CCOCC3)C2=O)c1,2.4,8,-1,-12,-1,-1.1,1.9,4,-1.1
N#Cc1nc(-c2ccccc2F)oc1N1CCCC1,-0.6,-2,-2,12,0.71,0.1,0.0,-3,0.082

Other results follow.
SMILES	5HT1E ag	5-HT1A blocker	Jurkat tox 60K	S1P1 ag-PAM	M1 antagonist	S1P3 agonist	5HT1a ag	5HT1E antag	M1 agonist
NC(=O)c1ccccc1NS(=O)(=O)c1cccs1	-0.2	-8	-7	7	0.019	16	0.0	-11	0.68
Cc1ccnc(N2CCC(C(=O)Nc3ccc4c(c3)CCC4)CC2)n1	0.4	0	3	13	0.6	-0.4	-1.6	3	0.013
COc1ccc(-c2cc(C(F)(F)F)nc(N3CCN(c4ccccc4)CC3)n2)cc1OC	1.7	2	.	.	0.3	.	-1.0	-10	-0.93
COc1ccc(NC(=O)CCCN2C(=O)C3C4C=CC(C4)C3C2=O)c(OC)c1 (configuration not stated)	-0.5	6	3	1	-0.16	-1.2	-1.2	-1	-0.15
Cc1cccc(N2CCN(C(=O)C3CCCN(S(=O)(=O)c4cnc[nH]4)C3)CC2C)c1 (configuration not stated)	-0.6	-7	-4	-22	-0.2	1.6	-4.5	-3	-0.3
CC(=O)Nc1ccc(NC(=O)Oc2ccccc2)cc1	1.3	2	0	-19	0.061	-1.6	-2.1	13	0.65
Cc1ccc(-c2csc(N)n2)s1	-0.2	10	-4	15	0.46	-1.6	1.0	11	-0.35
CC(NC(=O)OCc1ccccc1)C(=O)OCN1C(=O)c2ccccc2C1=O (configuration not stated)	-1.4	.	.	6	-1.7	-4.3	-2.2	-4	-0.21
CCOC(=O)CN(C(=O)CSc1nnc(CNc2ccc(C)cc2C)o1)c1ccccc1	0.8	5	.	.	0.48	.	0.2	-5	-0.15
COc1cccc(C(=O)Nc2ccccc2N2CCOCC2)c1	-0.1	-18	0	-5	-0.14	0.3	-2.3	-1	0
CCc1cccc(NC(=O)Cn2cccc2)c1	-0.5	4	-3	2	-1	-0.1	-3.0	-9	-1
Cc1cc(S(=O)(=O)NCCc2ccccc2)c(C)s1	-1.2	0	4	-11	-0.72	-0.3	-4.0	0	1.3
Nc1c(NCc2ccccc2)c2ccccc2oc1=O	-1.0	17	2	2	-0.62	-1.0	1.4	9	0.38
Cc1cc(NS(=O)(=O)Cc2ccccc2)no1	-0.8	0	0	-7	-0.46	-0.4	-0.1	-2	0.034
COC(=O)Nc1ccc(OC)c(OC)c1	0.2	11	-2	.	.	-1.1	-0.4	1	.
Cc1ccnc(NC(=O)CCC(=O)N(CC(=O)NC2CCCCC2)Cc2ccc3c(c2)OCO3)c1	0.3	9	7	-26	-0.019	-1.3	-3.5	5	-0.29
COc1ccc2nc(NCCCNC(=O)c3cc(OC)c(OC)c(OC)c3)c(C#N)cc2c1	0.3	-2	1	-11	-0.79	-0.6	3.6	11	15*
COC(=O)c1c[nH]n2c(=O)c(Cc3ccc(F)cc3Cl)c(C)nc12	0.3	1	.	.	0.8	.	-4.4	-7	-1.2
Cc1noc(NS(=O)(=O)c2ccc(NC(=O)CCC3CCCCC3)cc2)c1C	0.2	-3	8	.	0.35	-0.5	-3.0	8	-0.0099
CCCN(CCC)c1ncnc2nc[nH]c12	0.5	9	-6	50	-0.15	0.1	-0.8	4	0.27
O/N=C1\CC/C(=N\O)c2nn(-c3ccc(Cl)cc3Cl)nc21	-0.1	5	7	1	0.59	0.3	-2.7	5	-0.54
Cc1ccc(S(=O)(=O)N(C)CCCC(=O)N2CCN(C=O)CC2)cc1	-0.2	-7	-13	-17	0.58	-0.3	3.5	-6	-1.7
Cc1ccc(C2C(C(=O)c3cccs3)=C(O)C(=O)N2CCN2CCOCC2)o1 (configuration not stated)	0.3	2	6	.	0.42	-0.8	1.9	-10	-0.17
COc1cc2c(cc1OC)CN(C(=O)COc1ccc(C)c(C)c1)CC2	3.9	0	-16	-2	-0.36	0.6	-0.8	-3	-1.2
COc1cccc(NS(=O)(=O)c2ccc(Br)s2)c1	-0.8	-7	-7	-41	-0.5	0.1	-0.3	-3	-0.44
SMILES	5HT1E ag	5-HT1A blocker	Jurkat tox 60K	S1P1 ag-PAM	M1 antagonist	S1P3 agonist	5HT1a ag	5HT1E antag	M1 agonist
Cc1ccc(S(=O)(=O)NC(C)C(=O)Nc2ccc(C(N)=O)cc2)cc1 (configuration not stated)	0.0	12	6	.	0.93	-0.6	-1.1	15	-0.92
CC1Cc2nc(SCC(=O)Nc3nccs3)n(Cc3ccccc3)c(=O)c2S1 (configuration not stated)	0.6	8	5	8	-0.063	-0.9	0.1	9	-0.016
CSc1ccccc1NS(=O)(=O)c1ccccc1	-0.2	-3	-7	.	-0.76	0.0	-1.7	-5	0.23
COc1ccccc1C(=O)Nc1nnc(-c2ccc(F)cc2)o1	-0.1	-9	-2	-5	0.35	-1.3	-2.0	-3	-0.28
Cc1cc(NC(=O)CCC(=O)N(c2ccccc2)C(C(=O)NCC2CCCO2)c2cccnc2)no1 (configuration not stated)	-0.2	-6	-9	-4	-0.57	0.0	-0.2	-9	-0.42
COc1ccc(-c2ccc(Nc3ccc(S(=O)(=O)N4CCCC4)cc3)nn2)cc1OC	0.0	-1	0	4	0.22	-0.1	4.7	21	-0.066
CCCCn1c(=O)n(Cc2cccc(F)c2)c(=O)c2c1ncn2Cc1ccco1	0.5	-2	-3	10	-1.5*	-0.4	-1.0	12	0.33
CC1CCN(C(=O)c2cc(-c3ccccc3O)on2)CC1	0.4	-10	2	-7	-0.56	-0.3	3.4	-4	0.49
O=C1OCCC1Sc1nnc(-c2cccs2)n1Cc1ccccc1 (configuration not stated)	-0.8	2	-4	-7	0.0029	1.1	-1.6	-6	-0.02
Cn1c(=O)c2c(nc(NCCCO)n2CCc2ccccc2)n(C)c1=O	0.9	-2	.	.	-0.075	.	-1.1	22	0.11
CCOC(=O)Cn1cc(C(=O)c2ccco2)c2ccccc21	-0.2	23	-1	-2	0.7	-1.6	-1.8	9	0.12
CCOC(=O)C1CCN(C(=O)c2cc3cc4cc(OC)ccc4nc3o2)CC1	-0.6	15	-4	4	-3.2*	-0.1	-0.2	5	5.1
Cc1nc(C(C)(C)O)n(-c2ccccc2)n1	-0.2	-8	-9	-27	-1.1	-0.4	-2.7	0	-0.97
CC1CCCC(C)N1CCNC(=O)C1CCN(S(=O)(=O)N2CCCCC2)CC1 (configuration not stated)	-0.7	8	1	5	-1.3	-1.1	-1.4	8	-0.57
CCC(C)(C)n1nnnc1C(C(C)C)N1CCSCC1 (configuration not stated)	0.2	16	.	.	0.47	.	-3.0	5	1.5
C=CCNc1nc(C)nc(OC)n1	-0.4	.	.	7	-0.91	-4.2	2.2	2	-0.15
COc1ccc(C(=O)c2sc(NC(C)C)nc2N)cc1OC	-0.7	.	.	16	0.4	-1.0	2.3	23	-0.044
O=c1c2cnn(-c3ccccc3)c2nc(-c2ccco2)n1-c1ccccc1	-0.7	1	.	.	-1	.	0.3	15	-0.49
Cc1ccc(N2C(=O)c3ccc(N)cc3C2=O)cc1	-1.1	-6	-3	15	0.099	-1.4	-0.4	6	0.33
COc1cc(Cl)cc(C#N)c1OCC(=O)O	-0.1	-5	-2	13	0	-1.7	-0.5	9	0.25
O=C(NCc1ccco1)C1CCN(c2ccc(N3CCOCC3)nn2)CC1	0.3	-2	-1	-23	-0.15	-0.8	-0.7	-1	-1.2
O=C(NC(NC1CCS(=O)(=O)C1)C(=O)c1cccs1)c1ccccc1 (configuration not stated)	0.2	2	-4	5	0.32	-1.2	-1.3	-10	-0.61

Compound activity (PubChem)
